Screens from PubChem.
RGS4 block: inhibitors of human RGS4 | P49798 | HEK293 M3R/RGS4 inducible, Fluo-4 calcium flux; stronger effect = higher value; triggered by carbachol at its EC20 | B-score at 10 µM | 310,000 compounds, 0.45% hits | AID 463165;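 active = B-score, a plate-corrected calcium signal, over three deviations above library mean, with baseline fluorescence within five deviations of library mean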;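 note: RGS4 expression induced by doxycycline in cells with stable M3 receptor; B-score is computed from the integrated fluorescence ratio over baseline after carbachol; higher B-score means a larger calcium signal and so more RGS4 inhibition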
Target sequence (P49798 whole entry, looked up): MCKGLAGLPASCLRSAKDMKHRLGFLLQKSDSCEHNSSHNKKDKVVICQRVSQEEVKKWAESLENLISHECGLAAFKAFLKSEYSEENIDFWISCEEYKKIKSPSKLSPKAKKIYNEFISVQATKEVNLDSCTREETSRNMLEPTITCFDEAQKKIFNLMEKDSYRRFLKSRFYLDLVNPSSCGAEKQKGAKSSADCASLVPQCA
ANO1 activ: activators or potentiators of mouse TMEM16A chloride channel; Q8BHY3; HEK293 TMEM16A/YFP-H148Q/I152L, iodide quench fluorescence; stronger effect = lower value; B-score at 10 µM; 340,000 compounds, 0.3% hits; AID 623877;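 active = fluorescence-ratio B-score plate-corrected deviation score at least 3 library SD below zero, with starting fluorescence score within 5 deviations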;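 note: channel opened by trigger with iodide after compound preincubation; score built on the fluorescence ratio of max minus min over baseline; more negative score means more quench and so TMEM16A activation or potentiation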
KCNQ1 block: inhibitors of human KCNQ1 potassium channel; P51787; B-score at 10 µM; 310,000 compounds, 1.3% hits; CHO-K1 KCNQ1, FluxOR thallium flux fluorescence; stronger effect = higher value;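 active = compounds whose thallium flux B-score, printed positive for inhibition, exceeds three library SD while starting fluorescence stays within three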;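 note: channel opened by potassium depolarization with thallium stimulus after 20 min compound exposure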
Target sequence (P51787 whole entry, looked up): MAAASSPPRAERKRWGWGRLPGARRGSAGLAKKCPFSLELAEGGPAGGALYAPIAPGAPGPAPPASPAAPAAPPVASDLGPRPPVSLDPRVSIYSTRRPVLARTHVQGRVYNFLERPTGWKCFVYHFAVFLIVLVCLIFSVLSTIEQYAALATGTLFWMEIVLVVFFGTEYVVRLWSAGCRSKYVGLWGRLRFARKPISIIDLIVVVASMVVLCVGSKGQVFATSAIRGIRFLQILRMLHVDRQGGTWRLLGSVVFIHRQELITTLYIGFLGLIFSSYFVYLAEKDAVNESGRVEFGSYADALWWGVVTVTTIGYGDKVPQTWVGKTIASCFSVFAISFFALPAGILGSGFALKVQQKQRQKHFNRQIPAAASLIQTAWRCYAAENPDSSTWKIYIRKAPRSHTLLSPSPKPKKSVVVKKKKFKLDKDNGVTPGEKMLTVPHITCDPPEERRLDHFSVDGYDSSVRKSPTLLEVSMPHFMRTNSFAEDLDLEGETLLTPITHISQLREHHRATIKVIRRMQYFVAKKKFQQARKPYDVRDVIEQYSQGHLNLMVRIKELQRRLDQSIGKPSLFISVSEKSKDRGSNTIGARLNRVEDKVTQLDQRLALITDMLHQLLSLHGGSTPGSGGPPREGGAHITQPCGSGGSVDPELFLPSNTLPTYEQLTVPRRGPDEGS
KCNK9 inh: inhibitors of human KCNK9 two-pore domain potassium channel | AID 488922 | HEK293 KCNK9, FluxOR thallium flux fluorescence; stronger effect = lower value | B-score at 10 µM | Q9NPC2 | 310,000 compounds, 1.2% hits;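 active = ratio B-score over 3 SD below the library mean, with starting fluorescence within 5 SD of its mean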;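 note: negative B-score means less thallium flux so channel inhibition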
hERG protect: shields human hERG channel from block by proarrhythmic agents; Q12809; activation (rescue from dofetilide block), less the hit threshold, % at 10 µM; 310,000 compounds, 0.51% hits; AID 1511; CHO-hERG, FluxOR thallium flux, dofetilide IC70 present;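 active = activation above the mean of controls blocked by dofetilide plus 5 SD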;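 note: thallium influx through hERG after potassium depolarization seen as dye fluorescence rise; in these data hits start at about 4.7%; inactives centre near -7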
TMEM16A inh: mouse TMEM16A channel inhibition, primary screen. AID 588511. HEK293 TMEM16A/YFP iodide influx fluorescence, ionomycin. 310,000 compounds, 1.2% hits. normalized B-score (activity score, 25-100; higher = stronger inhibition) at 10 µM;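 active = ratio plate-corrected score three or more library SD toward inhibition, starting fluorescence score within five deviations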;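 note: score derived from kinetic fluorescence span divided by baseline fluorescence per well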
MrgX1 allo act: human MrgX1 positive allosteric modulation, primary screen; B-score at 10 µM; MrgX1-HEK293, Fluo-4 calcium flux, FDSS; stronger effect = higher value; Q96LB2; 310,000 compounds, 0.63% hits;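 active = plate-corrected calcium response at least 3 library SD above typical, normal starting fluorescence, not activating the receptor alone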;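 note: compound read alongside a low EC10 to EC30 dose of BAM8-22 agonist; peak minus trough fluorescence over baseline measured at the second addition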
MrgX1 ag: human MrgX1 receptor agonism, primary screen; Q96LB2; B-score at 10 µM; MrgX1-HEK293 cells, Fluo-4 calcium fluorescence, agonist mode; stronger effect = higher value; AID 588627; 310,000 compounds, 0.44% hits;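 active = calcium response B-score plate-corrected fluorescence ratio at least 3 library SD, with starting fluorescence B-score inside 5 SD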
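Material: MrgX1-expressing HEK293 cells; input: 15,000 cells per well; doses: test compound given as first of three sequential additions; schedule: overnight plating before 1 h dye loading; technique: Fluo-4 NW calcium-flux fluorescence, kinetic read; evaluation: baseline-normalised fluorescence change ratio, B-scored; control set: plate-wise positive and negative controls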
RGS4 pot: RGS4 potentiation or activation; HEK293 M3R/inducible RGS4, carbachol calcium flux Fluo4; stronger effect = lower value; B-score at 10 µM; 310,000 compounds, 0.92% hits; AID 463111;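 active = B-score of the integrated calcium signal more than 4 SD below the library mean, with starting fluorescence not abnormally high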;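 note: negative B-score means reduced calcium response which marks RGS4 activation or potentiation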
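test system = M3R-expressing HEK293 line, RGS4 induced by doxycycline | probe or stimulus = carbachol at ECmax as muscarinic agonist stimulus | timing = dye loading 30 min 37 °C, buffer rest 30 min RT | signal = calcium dye Fluo4 fluorescence | evaluation = B score from integrated fluorescence ratio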
KCNK3 inh: human KCNK3 channel inhibition, primary screen. O14649. CHO-KCNK3 thallium flux, FluxOR fluorescence; stronger effect = lower value. B-score at 10 µM. 340,000 compounds, 0.84% hits;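 active = B-score under library mean minus 4 SD, starting fluorescence ratio at most library mean plus 5 SD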;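 note: more negative B-score means stronger inhibition of thallium flux through KCNK3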
KCNQ1 pot: potentiators or activators of human KCNQ1 potassium channel | P51787 | AID 2648 | B-score at 10 µM | 310,000 compounds, 0.35% hits | CHO-K1 KCNQ1, thallium flux FluxOR fluorescence; stronger effect = higher value;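 active = fluorescence ratio B-score, a plate-corrected score, at least three library SD, with initial intensity B-score within 5 SD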
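Doses: Single concentration per compound, DMSO matched to controls | Test system: KCNQ1-transfected CHO-K1 cells | Timing: 90 min dye loading and 20 min compound exposure, both at room temperature | Measured by: Kinetic FluxOR thallium fluorescence, 10-s 1-Hz baseline, 110-s post-stimulus read | Medium: Assay buffer with matched DMSO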
The depositor's hits bear a star; i = inactive; · = no result given.

SMILES | RGS4 block | ANO1 activ | KCNQ1 block | KCNK9 inh | hERG protect | TMEM16A inh | MrgX1 allo act | MrgX1 ag | RGS4 pot | KCNK3 inh | KCNQ1 pot
CCN(CC)CCCN1C(=O)C(=O)/C(=C(/O)c2cc(C)ccc2C)C1c1cccnc1 (configuration not stated) | i | i | i | i | -4 | i | i | i | i | i | i
Cc1cccc(-c2noc(-c3ccccc3C(=O)NCC3CCCO3)n2)c1 (configuration not stated) | i | i | i | i | -11 | i | i | i | i | i | i
COc1ccc(C(C)NC(=O)c2ccccc2Br)cc1OC (configuration not stated) | i | i | i | i | -8 | i | i | i | i | i | i
COc1ccc2c(C)c(CC(=O)N3CCN(C(=O)C4COc5ccccc5O4)CC3)c(=O)oc2c1 (configuration not stated) | i | i | i | i | -17 | i | i | i | i | i | i
CSc1ccc(Cl)c(C(=O)OCC(=O)N2CCOCC2)c1 | i | i | i | i | -8 | i | i | i | i | i | i
O=C(CN1C(=O)NC2(CCCC2)C1=O)Nc1ccc(Cl)c(C(F)(F)F)c1 | i | i | i | i | 1 | i | i | i | i | i | i
Cc1ccc(C2=NN(C(=O)CCC(=O)O)C(c3cn(-c4ccccc4)nc3-c3ccc(C)cc3)C2)cc1 (configuration not stated) | i | i | i | i | -9 | i | i | i | i | i | i
O=[N+]([O-])c1cnc2ccccc2c1 | i | i | i | i | -10 | i | i | i | i | i | i
O=C(CN1CCCCCC1)NCc1ccccc1 | i | i | i | i | -16 | i | i | i | i | i | i
CC(C)C[C@H](NC(=O)c1nc[nH]c1C(=O)NCc1ccccc1)C(=O)OCc1ccccc1 | i | i | i | i | -10 | i | i | i | i | i | i
Cc1nnc(SCC(=O)N2CCCCCC2)n(N)c1=O | i | i | i | i | -5 | i | i | i | i | i | i
O=C(Nc1ccc(N2CCCC2)c(Cl)c1)c1ccccc1[N+](=O)[O-] | i | i | i | i | -3 | i | i | i | i | i | i
Nn1c(SCc2ccccc2)nnc1-c1ccccn1 | i | i | i | i | -14 | i | i | i | i | i | i
COc1ccc(-n2nnnc2SCC(=O)Nc2cccc(NC(C)=O)c2)cc1OC | i | i | i | i | -3 | i | i | i | i | i | i
COc1ccccc1NC(=O)N1CCC(c2nc3ccccc3o2)CC1 | i | i | i | i | -2 | i | i | i | i | i | i
CCNc1nc(Oc2ccc(C(=O)OCC)cc2)nc(N2CCOCC2)n1 | i | · | i | i | -10 | i | i | i | i | · | i
COc1ccc(/C=C/C(=O)NCC2COc3ccccc3O2)cc1OC (configuration not stated) | i | i | i | i | -2 | i | i | i | i | i | i
COc1ccc(CN2CCNC(=O)C2CC(=O)NCc2ccc(C)s2)c(OC)c1 (configuration not stated) | i | i | i | i | -12 | i | i | i | i | i | i
Cc1[nH]c2ccccc2c1/C=N/Nc1ccc([N+](=O)[O-])cc1 | i | i | i | i | -12 | i | i | i | i | i | i
Cn1c(C(=O)N[C@@H](C(=O)O)c2ccccc2)cc2cc(F)ccc21 | i | i | i | i | -5 | i | i | i | i | i | i
Cc1ccc(C(C)C)c(Oc2cnccn2)c1 | i | · | i | i | -4 | i | i | i | i | i | i
CCOc1cccc(CNCc2ccncc2)c1 | i | i | i | i | 1 | i | i | i | i | i | i
CN=C(Nc1ccc(Cl)cc1)c1cccc(C(F)(F)F)c1 | i | i | i | i | -15 | i | i | i | i | i | i
CCCCCc1ccc(CC(=O)Nn2c(C)nc3ccccc3c2=O)cc1 | i | i | i | i | -15 | i | i | i | i | i | i
O=C(c1ccc([N+](=O)[O-])cc1)N1CCN(c2ncccn2)CC1 | i | i | i | i | -8 | i | i | i | i | i | i
New compounds follow:
SMILES | RGS4 block | ANO1 activ | KCNQ1 block | KCNK9 inh | hERG protect | TMEM16A inh | MrgX1 allo act | MrgX1 ag | RGS4 pot | KCNK3 inh | KCNQ1 pot
CCC(=O)NC(c1cccc([N+](=O)[O-])c1)c1c(O)ccc2ccccc12 (configuration not stated) | i | i | i | i | -15 | i | i | i | i | i | i
CCn1cc(C(=O)N2CCN(c3ccc(C(C)=O)cc3)CC2)c2cc(OC)c(OC)cc2c1=O | i | i | i | i | -9 | i | i | i | i | i | i
COc1ccc(C(C)(C)C)cc1S(=O)(=O)N1CCN(C)CC1 | i | i | i | i | -10 | i | i | i | i | i | i
CC(O)Cn1cnc2c1c(=O)n(C)c(=O)n2C (configuration not stated) | i | i | i | i | -3 | i | i | i | i | i | i
COc1nc(-c2cnccn2)sc1C | i | i | i | i | -12 | i | i | i | i | i | i
CCCCC(=O)OCC(=O)Nc1ccc(OC(F)F)cc1 | i | i | i | i | -5 | i | i | i | i | i | i
Cc1sc2nc(SCC(=O)c3cccs3)n(Cc3ccco3)c(=O)c2c1C | i | i | i | i | -6 | i | i | i | i | -9.4* | i
COc1ccc(-c2cn3c(C)c(C(=O)Nc4cc(NC(C)=O)ccc4OC)sc3n2)cc1 | i | i | i | i | -2 | i | i | i | i | i | i
Cn1c(Cn2c(=O)sc3ccccc32)nnc1SCC(=O)N1CCCc2ccccc21 | · | i | · | · | · | i | i | i | · | i | ·
CCCCC(=O)NCCc1cc2c(C)ccc(C)c2[nH]c1=O | i | i | i | i | -3 | i | i | i | i | i | i
CSc1ccccc1OCc1cc(C(=O)N(C)C2CCCc3ccccc32)no1 (configuration not stated) | i | i | i | i | -11 | i | i | i | i | i | i
COCCNC(=O)CN1C(=O)CC(C)(C)S(=O)(=O)c2ccccc21 | i | i | i | i | -8 | i | i | i | i | i | i
O=C(NCc1ccc2[nH]c3c(c2c1)CCCC3)c1ccc(S(=O)(=O)N2CCCCC2)cc1 | i | i | i | i | -12 | i | i | i | i | i | i
COc1cccc(N2CN(C3CCCCC3)CNC2=S)c1 | i | i | i | i | -11 | i | i | i | i | i | i
CC(C)n1cc(CN2CCC(n3nccc3NC(=O)Cc3ccccc3)CC2)cn1 | i | i | i | i | -6 | i | i | i | i | i | i
COc1cccc(C(=O)NN2C(=O)C3C4C=CC(O4)C3C2=O)c1 (configuration not stated) | i | i | i | i | -1 | i | i | i | i | i | i
CCN1CCSc2ccc(C(=O)Nc3ccc(NC(C)=O)cc3)cc21 | i | i | i | i | -8 | i | i | i | i | i | i
COc1cccc(C(=O)COC(=O)C(C)N2C(=O)C3C4C=CC(C4)C3C2=O)c1 (configuration not stated) | i | i | i | i | -6 | i | i | i | i | i | i
CCOC(=O)c1cn(Cc2ccccc2)c(C(=O)OC(C)(C)C)c1O | i | i | i | i | -10 | 100* | i | i | i | i | i
O=C(O)c1ccc2c(c1)C(=O)N(c1nccs1)C2=O | i | i | i | i | -6 | i | i | i | i | i | i
COc1ccc(-c2cc(=O)oc3c(O)c(O)ccc23)cc1 | i | i | i | i | -8 | i | i | i | i | i | i
O=C1NC(c2ccncc2)Nc2ccccc21 (configuration not stated) | i | i | i | i | -3 | i | i | i | i | i | i
CC(Cc1cccs1)NC(=S)Nc1ccccc1 (configuration not stated) | i | i | i | i | -4 | i | i | i | i | i | i
COc1ccc(/C(C)=N/NC(=S)Nc2cc(C)ccc2C)cc1 | i | i | i | i | -1 | i | i | i | i | i | i
C=CCOC(=O)C1=C(C)NC(SCC)=C(C#N)C1c1ccc(Cl)cc1 (configuration not stated) | i | i | 9* | -8.4* | -3 | 100* | i | i | -7.6* | -8.8* | i
Next structures follow.
SMILES | RGS4 block | ANO1 activ | KCNQ1 block | KCNK9 inh | hERG protect | TMEM16A inh | MrgX1 allo act | MrgX1 ag | RGS4 pot | KCNK3 inh | KCNQ1 pot
COc1cccc2sc(N(CCN(C)C)C(=O)c3ccc4c(c3)CCCC4)nc12 | i | i | i | i | -25 | i | 6.7* | i | i | i | i
Nc1nc2ccc(Cl)cc2c2nc(-c3ccco3)nn12 | i | · | i | i | -13 | i | i | i | i | · | i
O=C(c1ccc(CN2CCc3ccccc3C2)cc1)N1CCN(c2ccc(F)cc2)CC1 | i | i | i | i | -6 | i | i | i | i | i | i
O=C(NC1CC2CCCC(C1)N2Cc1cccs1)c1ccc([N+](=O)[O-])cc1 (configuration not stated) | i | · | i | i | -11 | i | i | i | i | · | i
CCCN(CCC)C(=O)C[n+]1cccc(/C=N/O)c1 | i | i | i | i | -8 | i | i | i | i | i | i
Cc1ccc(C)c(NC(=O)c2cccc(Oc3ccc([N+](=O)[O-])cc3Cl)c2)c1 | i | i | i | i | -5 | i | i | i | i | i | i
COCCN(CC(=O)NCc1ccc(F)cc1)C(=O)CCC(=O)Nc1ccccn1 | i | i | i | i | -9 | i | i | i | i | i | i
Cc1nccn1C(c1ccccc1)c1ccccc1 | i | i | i | i | -6 | i | i | i | i | i | i
CCCCCC(=O)Nc1ccc(C2C(=O)c3ccccc3C2=O)cc1 | i | i | i | i | -5 | i | i | i | i | i | i
CCc1c(C)sc(NC(=S)N2CCN(C(=O)C3CCCO3)CC2)c1C(=O)OC (configuration not stated) | i | i | i | i | -7 | i | i | i | i | i | i
COc1cc(O)c(C(CC(=O)N2CCCC(C)C2)c2ccc(N(C)C)cc2)c(OC)c1 (configuration not stated) | i | i | i | i | -9 | i | i | i | i | i | i
Cc1cc(C(=O)NC(C)CCC(C)C)c2ccccc2n1 (configuration not stated) | i | i | i | i | 0 | i | i | i | i | i | i
O=S(=O)(c1ccccc1)c1cnc(-c2ccccc2)nc1N1CCCC1 | i | i | i | i | -16 | i | i | i | i | i | i
Cc1c(C#N)c(NC(=O)CCl)n(Cc2ccccc2)c1C | i | i | i | i | -8 | i | i | i | i | i | i
CCn1c(SCC(=O)OC2CCCCC2)nnc1-c1ccncc1 | i | i | i | i | -6 | i | i | i | i | i | i
CSc1nnc(SCC(=O)NC(=O)c2ccccc2)s1 | i | i | i | i | -14 | i | i | i | i | i | i
Nc1cc(=O)[nH]c(SCCSc2ccccc2)n1 | i | i | i | i | -10 | i | i | i | i | i | i
